Screening data deposited in PubChem by several laboratories.
CRFR2-BP antag: antagonists of CRF-BP/CRF-R2 complex, primary screen, cell-based, HEK293, calcium dye fluorescence, uHTS; CRF-induced calcium fluorescence; inhibition, % at 11.8 µM; 0.59% of 350,000 active;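 active = inhibition of the ligand-induced calcium signal above about 50% at the single tested concentration, limit read from the data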
MEKK3 PB1 HTS: modulators of MEKK3-MEK5 PB1 binding, primary screen, biochemical, wildtype MEKK3, multiplex bead flow cytometry, Alexa488-MEK5; Mitogen-activated protein kinase kinase kinase 3 (Homo sapiens), Q99759; bead-based flow cytometry, Alexa488-MEK5 binding to MEKK3; actives lie on both sides; 0 = blocked by unlabeled MEK5, 100 = vehicle; binding response (% of control), % at 10 µM; 1.4% of 290,000 active; AID 1529, 2009;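 active = binding response more than 3 SD above or below the average of its plate-row segment, actives on both sides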;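 note: Alexa488 bead fluorescence after subtracting the streptavidin-only scavenger bead signal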
Target sequence (Q99759 whole entry, looked up): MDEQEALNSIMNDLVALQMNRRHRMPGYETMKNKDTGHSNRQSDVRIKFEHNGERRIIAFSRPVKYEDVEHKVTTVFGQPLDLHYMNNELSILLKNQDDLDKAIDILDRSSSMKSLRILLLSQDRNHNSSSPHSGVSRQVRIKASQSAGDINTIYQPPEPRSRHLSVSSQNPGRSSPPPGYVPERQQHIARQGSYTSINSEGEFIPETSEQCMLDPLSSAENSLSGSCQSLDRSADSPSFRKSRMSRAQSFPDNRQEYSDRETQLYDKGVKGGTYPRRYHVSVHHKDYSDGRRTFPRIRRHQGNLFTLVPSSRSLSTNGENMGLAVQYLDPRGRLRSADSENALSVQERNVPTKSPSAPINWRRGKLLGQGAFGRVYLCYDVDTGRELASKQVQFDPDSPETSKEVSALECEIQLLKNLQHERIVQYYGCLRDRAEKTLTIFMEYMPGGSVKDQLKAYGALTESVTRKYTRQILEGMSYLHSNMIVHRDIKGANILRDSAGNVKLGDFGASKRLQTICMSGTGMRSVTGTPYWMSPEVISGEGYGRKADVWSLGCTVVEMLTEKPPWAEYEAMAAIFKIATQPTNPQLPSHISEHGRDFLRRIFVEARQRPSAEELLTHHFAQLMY
CHRM4 PAM: human M4 muscarinic receptor positive allosteric modulators, primary screen, CHO-K1 cells, Fluo-8 calcium fluorescence. Muscarinic acetylcholine receptor M4 (Homo sapiens), P08173. CHO-K1 hM4/Gqi5, ACh EC20; 0% = ACh EC20, 100% = maximal ACh. activation, % at 3 µM. 0.4% of 360,000 active. AID 624126, 2012;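 active = activation above its plate's cutoff, the mean activation of sample wells plus 3 SD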; note: some results filed as inactive read as strong as hits
p-CIP stab down: p/CIP-EGFP fusion destabilizers, primary screen, fluorescence, F442A cells | decrease of EGFP signal, % at 10 µM | Q05BA5 | AID 1984, 2009 | 0.01% of 290,000 active | 16 h;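 active = EGFP signal decrease of at least 30% at 10 µM or well 3 SD below plate mean, unless failing retest; inactive = the rest, including hits failing retest or dose response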; note: some compounds called inactive have numbers as strong as hits; many of its hits are not listed in these tables
IDE inh: human IDE inhibitors in live cells, primary screen, fluorescence polarization, HEK cells, FAbetaB substrate. inhibition, % at 5.59 µM. 0.41% of 320,000 active. AID 434962, 2010. FAbetaB cleavage. Insulin-degrading enzyme (Homo sapiens), P14735;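 active = percent inhibition above the average of all tested compounds plus 3 SD, set per screening campaign, cut at about 16% in these data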;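 note: IDE supplied by intact live HEK cells; FP after avidin binding of uncleaved biotin substrate so inhibition keeps polarization high; 0% = DMSO wells and 100% = 60 µM reference IDE inhibitor Ii1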
CRFR2-BP ag: agonists of CRF-BP/CRF-R2 complex, primary screen, cell-based, HEK293, calcium dye fluorescence, uHTS | CRF-binding protein / CRF receptor 2 complex (human) | calcium dye fluorescence (FLIPR); percent of saturating CRF peptide response | activation, % at 13.2 µM | 0.46% of 350,000 active;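 active = activation of at least 50%, plus an integration ratio under a set limit after plate pattern correction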;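 note: plate controls were neutral control wells without compound for no effect and CRF at EC100 for full effect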
PHOSPHO1 block: PubChem AID 1565; Phosphoethanolamine/phosphocholine phosphatase (Homo sapiens), Q8TCT1; recombinant PHOSPHO1, absorbance phosphatase assay; inhibition, % at 13.3 µM; 1.1% of 290,000 active; in the data active = inhibition above about 60%
IDE cell activ: human IDE activators in live cells, primary screen, fluorescence polarization, HEK cells, FAbeta-B substrate; Insulin-degrading enzyme (Homo sapiens), P14735; FAbeta-B cleavage; 0% vehicle, 100% cell-free pure enzyme wells; activation, % at 5.96 µM; 0.073% of 340,000 active;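 active = activation above the mean of all tested compounds plus 3 SD, set per screening campaign, cut at about 17% in these data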
GalR3 antagonist: GalR3 antagonists in HEK293 cells, primary screen, cell-based, fluorescence readout; Galanin receptor type 3 (Homo sapiens), O60755; HEK293 GalR3-CNG cAMP membrane potential fluorescence; galR3 body fused to GalR1 C-terminus; inhibition, % at 3 µM; AID 651719, 2012; 0.44% of 360,000 active;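 active = inhibition above the screen-wide average plus 3 SD, cut at about 13% in these data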;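 note: forskolin and galanin both at EC90 stimulate the cells; cAMP rise reported by CNG channel membrane potential dye signal; 0% = forskolin plus galanin with DMSO and 100% = forskolin alone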
Target sequence (O60755 1-299 limits assumed): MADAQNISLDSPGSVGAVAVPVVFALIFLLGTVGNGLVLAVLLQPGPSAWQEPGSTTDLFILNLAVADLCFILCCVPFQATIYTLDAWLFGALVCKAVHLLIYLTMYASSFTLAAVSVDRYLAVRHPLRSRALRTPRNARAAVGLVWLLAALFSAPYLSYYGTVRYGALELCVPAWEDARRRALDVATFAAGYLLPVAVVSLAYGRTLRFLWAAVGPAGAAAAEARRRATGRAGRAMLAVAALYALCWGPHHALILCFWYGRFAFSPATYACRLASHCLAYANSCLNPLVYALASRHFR
Starred values were filed as active, the others as inactive; / = not tested or not shown.

molecule	CRFR2-BP antag	MEKK3 PB1 HTS	CHRM4 PAM	p-CIP stab down	IDE inh	CRFR2-BP ag	PHOSPHO1 block	IDE cell activ	GalR3 antagonist
O=C(NCCc1cccc(F)c1)C1CCC(=O)N(CCCc2ccccc2)C1 (configuration not stated)	-8.5	105.0	3.3	-5.4	3.5	-0.6	46.5	2.4	-3.1
CNS(=O)(=O)c1c(C)cc(C)c(N(C)S(=O)(=O)c2ccccc2)c1C	-29.0	101.0	1.2	-5.3	2.6	0.5	32.8	1.3	-0.9
C=CCOC(=O)C1=C(C)NC(=O)NC1c1ccc(OCC)cc1 (configuration not stated)	-0.6	105.0	1.4	-5.6	1.5	-1.2	29.1	2.5	-9.5
CCN(CC)S(=O)(=O)c1cc(C(=O)Nc2cc(S(=O)(=O)N3CCOCC3)ccc2N2CCN(C)CC2)ccc1C	9.2	/	-2.4	/	/	-0.3	/	5.3	-3.2
Cc1cccc(NC(=O)CC2NC3CCCCC3NC2=O)c1 (configuration not stated)	4.2	120.0	0.8	-9.8	-1.5	-3.3	-3.4	1.0	-1.1
Cc1c(C(=O)Nc2ccc(OCc3ccccc3)cc2)cccc1[N+](=O)[O-]	20.3	106.0	-3.8	-7.8	0.5	-0.8	12.8	-3.2	-3.5
CCS(=O)(=O)N1CCC(c2nc(-c3ccc(C)cc3)no2)CC1	-33.0	/	4.1	3.0	-1.8	-0.8	-15.6	2.0	-7.6
CCCCCOc1ccc(CSc2ncn[nH]2)cc1	-13.0	103.0	0.9	-4.4	0.3	1.2	-13.3	0.3	-3.7
Cc1nc2cc3nc(C(F)(F)F)[nH]c3cc2[nH]1	29.1	90.0	5.4	-0.3	0.3	-4.2	2.1	2.2	-0.3
CC(OC(=O)c1nsc(Cl)c1Cl)C(=O)NC(C)(C)C (configuration not stated)	6.0	81.0	14.2	-1.9	1.3	-1.4	-10.8	-3.0	-2.9
CCO[C@@H]1OC(C(=O)NC2CC2)=C[C@H](C(C)(C)C)[C@H]1CCCO	-9.8	97.0	-1.2	-8.8	2.4	-1.8	13.3	0.8	-0.8
CCN(C[C@H]1N[C@@](Cc2ccccc2)(C(=O)OC)[C@H]2C(=O)N(C)C(=O)[C@@H]12)C(=O)Nc1ccc(Cl)cc1	-7.5	/	-4.7	/	1.2	-3.3	/	-1.3	-7.0
C=CCn1c(SCC(=O)C(C)(C)C)nnc1-c1cccs1	-8.0	102.0	-5.4	-7.9	-5.4	-0.4	21.3	4.7	-2.2
CC(C)(CNC(=O)/C=C/c1ccc(F)cc1)CNC(=O)/C=C/c1ccc(F)cc1	-18.3	103.0	-18.6	-14.7	-2.4	15.4	-3.9	1.4	31.1*
COc1ccc(CCNC(=O)C2CCCN(S(=O)(=O)N3CCCCCC3)C2)cc1OC (configuration not stated)	20.9	100.0	-2.4	-8.1	1.8	-0.8	15.9	-0.1	-9.3
CCOC(=O)c1c(C)[nH]c(C(=O)COC(=O)CCC2CCCC2)c1C	3.9	87.0	3.4	-0.4	7.4	-1.4	5.5	5.0	-3.0
Cc1ccc(N(C(C)C(=O)Nc2ccccc2C(=O)N2CCOCC2)S(C)(=O)=O)cc1C (configuration not stated)	2.7	97.0	-2.2	-14.5	5.7	-0.2	-2.2	3.5	-2.4
CCN(C(=S)Nc1cccnc1)c1ccccc1	0.0	107.0	10.1	-7.0	2.7	-2.8	17.9	0.2	5.4
COc1cc(C(=O)Nc2cc(S(=O)(=O)N3CCOCC3)ccc2N2CCOCC2)cc(OC)c1C	17.3	/	-2.5	/	/	-0.9	/	1.9	-4.5
O=S(=O)(NC(=NCc1ccccc1)c1ccccc1F)c1ccccc1	6.0	95.0	-1.6	-18.7	8.8	1.0	43.6	2.9	3.9
CC(=O)Nc1ccc(C(=O)NNC(=O)C2CC2)cc1	0.2	97.0	7.4	7.4	/	0.7	12.6	4.4	0.8
COc1ccc(/C=N/Nc2ccc(C(=O)O)cc2)c(OC)c1OC	9.5	104.0	1.8	-14.0	0.1	-0.7	29.9	0.8	-8.0
Cc1ccc(C(=O)c2c3ccc(C(F)(F)F)cc3[n+]([O-])n2CCCN)cc1	-18.6	/	18.6	/	-5.7	-0.2	/	-2.2	-10.6
Cc1cc(C(=O)NC(=S)Nc2ccccc2N2CCCC2)ccc1[N+](=O)[O-]	-6.0	96.0	-1.2	-10.4	-2.6	-1.8	6.1	0.1	-0.2
CSc1nnc(-c2ccc(C(F)(F)F)cn2)o1	5.0	95.0	-2.3	-16.0	5.4	-1.0	35.7	/	-6.1
Cc1cc(/C=N/Nc2nc(N)ncc2[N+](=O)[O-])c(C)n1-c1cccc(C(F)(F)F)c1	/	90.0	/	-3.6	3.6	/	10.0	/	/
CCc1ccc(N2CC(C(=O)NC3CC3)CC2=O)cc1 (configuration not stated)	-6.2	95.0	-1.1	-4.1	-3.9	0.7	8.2	3.0	-2.7
O=C(CN1CCOCC1)Nc1ccccc1F	4.7	106.0	1.3	-3.5	-2.2	-2.9	8.5	1.4	-10.2
O=C(NC1CCCCC1)C(c1cccnc1)N(C(=O)CCl)c1ccc(F)cc1 (configuration not stated)	-7.5	121.0	-3.7	-6.3	7.1	1.6	-15.4	2.5	1.3
CCOC(=O)N1CCN(C(=O)CSCC(=O)Nc2nc(-c3ccccc3)cs2)CC1	-9.1	103.0	-2.7	-1.0	2.5	-5.2	14.6	-13.8	-6.3
COc1ccc(N(C(=O)Cn2nnc3ccccc32)C2(C(=O)NC3CCCC3)CCCCC2)cc1	-11.1	105.0	-0.9	13.8	-2.8	-1.4	-17.6	4.4	-4.5
CC1(C)CC(NC(=O)c2cccc([N+](=O)[O-])c2)CC(C)(C)N1	-9.3	105.0	-2.9	-2.0	0.7	1.9	25.3	4.0	9.9
FC(F)(F)c1ccccc1NC(=S)NN=C1CCCCCC1	-22.1	95.0	/	-14.7	-2.2	-1.2	-7.8	/	-1.5
O=C(O)/C=C/c1cn(Cc2ccccc2)nc1-c1cccnc1	10.4	102.0	-7.7	-5.3	1.1	-2.8	13.9	3.1	-4.3
COc1ccc(CN2CCN(Cc3ccc(C(F)(F)F)cc3)CC2)c(OC)c1	-9.0	106.0	-9.5	-16.7	4.7	2.5	46.3	-1.4	-8.0
O=C(Nc1ccc2c(c1)OCO2)C1CCCN1C(=O)Nc1cccc(F)c1 (configuration not stated)	-13.2	/	-3.0	2.5	-1.6	-0.3	-5.3	4.8	-2.5
O=C1CC(C(=O)Nc2cccc(F)c2)n2c(nc3ccccc32)N1 (configuration not stated)	-3.4	114.0	-4.7	-10.8	-0.3	-1.3	18.8	2.3	-3.3
Cc1cccc(CN2CCC(CNC(=O)Nc3ccccc3F)CC2)c1	-8.5	/	-12.3	/	/	-0.1	/	3.3	-10.4
CCN(CC)C(=O)c1ccc(COc2ccc(Cl)c(C)c2)o1	3.5	105.0	-10.0	-12.5	-3.1	0.0	39.1	1.7	-1.0
O=C(COC(=O)c1ccc([N+](=O)[O-])o1)NC1CCCc2ccccc21 (configuration not stated)	11.6	/	4.7	/	1.5	-0.6	/	0.2	-1.2
O=S(=O)(c1ccc(OC(F)(F)F)cc1)N1CCCC(N2CCOCC2)C1 (configuration not stated)	-9.9	101.0	-3.3	-21.1	1.4	-2.4	2.6	6.6	-3.3
CCn1cc(C(=O)NCCC(=O)NCCCO)c(=O)c2cc3c(cc21)OCO3	-0.8	104.0	-4.6	-5.1	0.5	-0.7	22.7	-2.1	-4.0
O=C(c1cccc(O)c1)N1CCN(C(=O)C2CC2)CC1	-15.1	/	7.8	/	-2.8	0.3	/	4.8	-2.5
Cc1ccc(NC(=S)C2=C(O)c3ccccc3N(C)S2(=O)=O)cc1	-3.5	103.0	-7.4	3.2	2.3	-0.6	49.1	7.0	-6.5
O=C(CCCc1ccccc1)NCc1ccccn1	-3.4	105.0	3.2	-0.6	0.8	1.0	13.9	-0.3	/
COc1ccc([N+](=O)[O-])cc1NC(=O)c1csc(C)c1	4.3	104.0	-0.3	6.3	-3.6	-1.4	19.8	-1.2	1.6
COc1ccc(C(CNC(=O)COc2ccc(Cl)c(C)c2)N2CCCCC2)cc1 (configuration not stated)	-18.4	101.0	-5.9	6.9	-3.9	0.1	18.5	0.2	-4.6
CC(=O)OCC1=C(C(=O)O)N2C(=O)C(NC(=O)COc3ccc(F)cc3)C2SC1 (configuration not stated)	3.2	/	-3.9	/	/	4.7	/	1.8	-3.9
CCS(=O)(=O)N1CCC(C(=O)NCc2cccc(OC)c2)CC1	33.2	/	4.4	1.8	6.6	-1.9	15.9	-1.2	-2.1
Cc1cc(=O)n2nc(N3CCCC(C(=O)NCCCN4CC(C)CC(C)C4)C3)sc2n1 (configuration not stated)	0.5	103.0	-3.6	13.4	4.1	-0.4	-11.4	0.9	2.5
CSc1nc(C)cc(OCCO)n1	-4.0	107.0	1.0	-6.1	7.6	-1.4	12.8	0.8	0.4
CC(C)(C)CNC(=O)c1cccc2c1C(=O)c1ccc(N3CCCC3)cc1S2(=O)=O	44.3	/	-14.7	/	8.7	22.1	/	-4.3	0.0
CCC1(C)N(O)C(C)(C)C(c2ccc(OC)cc2)=[N+]1[O-] (configuration not stated)	30.7	87.0	-4.5	-0.2	-4.4	0.0	5.6	0.3	-4.6
CCOC(=O)c1ccccc1NC(=O)COC(=O)CCC(=O)c1ccccc1	33.2	100.0	-1.5	-12.8	3.8	-4.4	33.4	7.8	1.2
COC(=O)c1c(C#N)c(N)nc2c1CCCC2	-6.3	/	6.9	-6.9	-3.3	-0.6	15.9	5.9	-3.4
CCCc1cc2c(cc1NC(=O)Cc1ccccc1)OCO2	-5.3	/	7.3	/	/	-3.7	/	7.5	-4.8
C[C@H](NC(=O)c1ccccc1Cl)C(=O)OCC(=O)N1CC2(C)CC1CC(C)(C)C2 (some centres not stated)	25.2	109.0	-3.5	-0.2	2.1	-1.2	2.1	2.8	-1.0
CN(C)c1ccc(/C=N/NC(=O)c2ccc(Cn3cc(Br)cn3)o2)cc1	-5.7	92.0	-1.2	3.4	-2.7	-4.4	-1.0	4.5	-11.2
O=C(Nc1ccc(NC(=O)c2ccco2)cc1)c1ccc2c(c1)OCO2	16.0	/	9.2	-6.7	1.5	-1.9	21.0	-4.5	-4.3
CCOCC(=O)N1CCN(c2cccc(Cl)c2)CC1	17.3	96.0	3.1	12.4	1.6	-2.6	20.3	-3.4	-5.9
